Screening data as filed in PubChem BioAssay.
RXFP1 ag: qHTS Assay for Agonists of the Relaxin Receptor RXFP1. HEK293T-RXFP1 cAMP TR-FRET, 30 min; response scale: percent of porcine relaxin response, buffer zero. Potency, µM (titrated, usually from 57.5 µM), for the others: top-dose activation, actives largely listed as activators. 370,000 tested, 0.3% active. Relaxin receptor 1 (Homo sapiens), Q9HBX9; further: potency means the concentration at half of the fitted maximal effect; on the % scale 0 is the no-effect control and ±100 the full control effect; nearly all actives have a fitted effect of over 60% in size; many of its hits are not listed in these tables
Target sequence (Q9HBX9 whole entry, looked up): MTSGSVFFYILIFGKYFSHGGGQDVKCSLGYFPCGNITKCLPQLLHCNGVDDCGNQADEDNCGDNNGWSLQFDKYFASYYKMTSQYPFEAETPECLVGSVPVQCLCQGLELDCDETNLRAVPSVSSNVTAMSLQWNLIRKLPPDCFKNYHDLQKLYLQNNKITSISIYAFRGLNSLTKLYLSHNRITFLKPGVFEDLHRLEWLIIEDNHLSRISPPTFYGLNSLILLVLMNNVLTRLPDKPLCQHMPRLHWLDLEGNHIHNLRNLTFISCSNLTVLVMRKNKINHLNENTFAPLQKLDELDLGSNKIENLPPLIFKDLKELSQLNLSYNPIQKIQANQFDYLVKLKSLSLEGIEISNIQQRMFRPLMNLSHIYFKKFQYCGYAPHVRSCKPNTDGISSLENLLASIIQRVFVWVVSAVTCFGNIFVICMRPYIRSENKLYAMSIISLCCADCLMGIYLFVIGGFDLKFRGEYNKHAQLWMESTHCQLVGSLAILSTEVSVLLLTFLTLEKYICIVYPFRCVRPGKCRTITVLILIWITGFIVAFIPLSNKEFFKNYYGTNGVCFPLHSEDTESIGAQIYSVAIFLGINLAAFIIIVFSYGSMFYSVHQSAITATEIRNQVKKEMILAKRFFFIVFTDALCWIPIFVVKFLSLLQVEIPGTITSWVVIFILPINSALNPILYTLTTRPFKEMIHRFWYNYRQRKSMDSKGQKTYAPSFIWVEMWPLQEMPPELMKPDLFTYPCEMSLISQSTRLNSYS
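Agonist response is measured as cAMP accumulation in an RXFP1-transfected HEK293T line under PDE4 inhibition. Values are scaled between buffer-only and 29 nM porcine relaxin, and EC50s come from standard Hill equation fits.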
TRHR ag: qHTS for Small Molecule Agonists and Allosteric Enhancers of Human TRH Receptor: Primary Screen for Agonists; Thyrotropin-releasing hormone receptor (Homo sapiens), P34981; TRHR cells, calcium flux fluo-8, FDSS agonist mode; activation, % at 2 µM; 360,000 tested, 0.18% active; AID 493084, 2011; in the data active means activation above about 30%; further: 0% is about no effect
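Fluo-8-loaded TRHR cells; 10 s baseline, compound added, kinetic Ca2+ fluorescence read 1/s, agonist mode.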
D1 agonist: Allosteric Agonists of the Human D1 Dopamine Receptor: qHTS; D(1A) dopamine receptor (Homo sapiens), P21728; HEK293 T-REx D1 cells, calcium flux, agonist mode; activation, % at 2 µM; 360,000 tested, 1% active; AID 504660, 2011; in the data active means activation above about 30%; further: 0% is about no effect
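Inducible HEK293 T-REx D1 cells, force-coupled to calcium signalling, were plated at 4000 cells/well with tetracycline and held overnight at 30 C. After no-wash calcium dye loading, compound-evoked calcium rise over 180 s flagged agonists.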
RXFP1 antag: qHTS Assay for Antagonists of the Relaxin Receptor RXFP1; Relaxin receptor 1 (Homo sapiens), Q9HBX9; activity change, negative = inhibition, % at 57.5 µM; 350,000 tested, 0.59% active; HEK293-RXFP1, relaxin-stimulated cAMP HTRF, 30 min; active compounds read low;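 active means activity change of -60% or lower, but not beyond a set lower limit; inconclusive means change between -60% and -40%, or beyond the set limit; inactive means change above -40%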; further: on the % scale 0 is the no-effect control and ±100 the full control effect
Anesthetic bind: qHTS Assay for Identification of Novel General Anesthetics | Ferritin light chain (Equus caballus), P02791 | apoferritin/1-aminoanthracene competitive binding, fluorescence | Potency, µM (doses to about 77.5 µM), inactives show at the top dose activity change, negative = displacement, hits mostly inhibitors | 350,000 tested, 0.074% active; further: potency means the concentration at half of the fitted maximal effect; on the % scale 0 is the no-effect control and ±100 the full control effect; nearly all actives have a fitted effect of over 20% in size
Target sequence (P02791 2-175 limits assumed): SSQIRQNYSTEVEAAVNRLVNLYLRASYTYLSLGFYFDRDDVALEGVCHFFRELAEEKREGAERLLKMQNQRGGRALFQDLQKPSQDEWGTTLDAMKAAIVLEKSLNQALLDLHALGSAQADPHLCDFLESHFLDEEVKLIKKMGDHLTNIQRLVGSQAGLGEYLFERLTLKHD
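Steps: apoferritin (10 uM) was premixed with half-saturated 1-AMA in PBS, compounds were pin-transferred, plates stood 10 min at room temperature, fluorescence was read at 380/535 nm, and curves were fitted with a Hill equation.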
D2 PAM: HTS Assay for Positive Allosteric Modulators of the Human D2 Dopamine Receptor: Primary Screen for Potentiators | D(2) dopamine receptor (Homo sapiens), P14416 | HEK293 T-REx D2, calcium flux, EC20 dopamine potentiation | potentiation, % at 10 µM | 340,000 tested, 0.34% active | AID 485347, 2010;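 active means potentiation over 3 SD above the plate norm, cut at about 30% in these data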; further: 0% is about no effect
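Using a no-wash calcium dye in inducible, force-coupled HEK293 Trex cells expressing D2, we tracked fluorescence each second for 180 s after compound, then for 180 s after EC20 dopamine to detect augmented signalling.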
D1 antag: Antagonist of Human D 1 Dopamine Receptor: qHTS | HEK293 TREx D1 cells, calcium flux, dopamine EC80; active compounds read low | activity change, negative = inhibition, % at 10 µM | 360,000 tested, 3.2% active; in the data active means activity change below about -30%; further: on the % scale 0 is the no-effect control and ±100 the full control effect
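Kinetic fluorescence of a calcium dye serves as the read-out. D1-expressing Hek293 Trex cells, induced overnight at 30 C, are exposed to compound for 180 s before an EC80 dopamine addition, then read 180 s further.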
D1 PAM: Potentiators of Human D1 Dopamine Receptor: qHTS. D(1A) dopamine receptor (Homo sapiens), P21728. HEK293 TREx D1 cells, calcium flux, dopamine EC20 potentiation. potentiation, % at 10 µM. 360,000 tested, 0.036% active. AID 504651, 2011; in the data active means potentiation above about 30%; further: 0% is about no effect
TRHR enhancer: qHTS for Small Molecule Agonists and Allosteric Enhancers of Human TRH Receptor: Primary Screen for Enhancers; Thyrotropin-releasing hormone receptor (Homo sapiens), P34981; TRHR cells, fluo-8 calcium fluorescence, EC20 TRH enhancement; enhancement, % at 2 µM; 360,000 tested, 0.66% active; AID 493056, 2011; in the data active means enhancement above about 30%; further: 0% is about no effect
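TRHR-expressing cells loaded with fluo-8 calcium dye were read kinetically (ex 480/em 530) during compound addition, then stimulated with an EC20 of TRH (10 nM final). Enhancement of the Gq-mediated intracellular calcium response was scored.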
* = called active by the depositor; ? = inconclusive; . = no result given; & = joins results of further samples; [ ] = remark or other dose. Unless noted, the call rests on the fitted dose curve; in most records, active means well fitted curve in the direction sought with a large enough effect; inconclusive means small, poorly fitted or top-dose-only effect, or another doubt; inactive means no such curve, though single readings can be large; an effect the other way counts as inactive or inconclusive. These rows are one share of the data; the hit share may differ from the screen's.

SMILES	RXFP1 ag	TRHR ag	D1 agonist	RXFP1 antag	Anesthetic bind	D2 PAM	D1 antag	D1 PAM	TRHR enhancer
O=S(=O)(c1ccc(Cl)cc1)c1nc(-c2ccccc2F)oc1NCc1ccccc1	-1.3%	-1.8	4.3	-2.5	108.3%[activator]	-8.3	-0.4	-3.2	5.4
Cc1csc(NC(=O)CSc2nnc(NC(=O)NC(C)(C)C)s2)n1	-0.3%	0.0	3.9	-4.0	.	0.3	-10.2	-4.0	2.2
O=C1CSC(=Nc2ccccc2)N1Cc1ccccc1	-0.3%	-1.0	-2.0	-10.0	-8.6%	.	-13.3	1.9	-8.4
Cc1c(C(=O)NNC(=O)c2csc(N3CCOCC3)n2)oc2ccccc12	2.4%	-0.4	1.3	-3.0	.	-1.2	-9.7	5.6	-6.1
COc1ccc(OC)c(S(=O)(=O)Nc2ccc3c(c2)n(C)c(=O)n3C)c1	0.4%&-1.6%	0.2&-0.8	2.4&3.4	4.2&7.4	-10.3%&-11.6%	-0.2&-0.5	-0.8&6.8	-5.0&1.2	-2.5&2.1
COc1cc(NC(=O)c2sc3ncn(CC(=O)N4CCCC(C)C4)c(=O)c3c2C)cc(OC)c1OC (stereo unspecified)	0.5%	-0.4	3.9	-5.7	?	-2.5	-7.7	-2.5	-5.9
COc1ccc(C)cc1NC(=O)C(OC(=O)c1ccc(Cl)c(S(=O)(=O)N(C)c2ccccc2)c1)c1ccccc1 (stereo unspecified)	-0.9%	2.0	4.7	-8.0	-17.4%	-4.7	-4.7	0.0	-8.9
COc1ccc(OC)c(C2=Nn3c(nnc3-c3cccc(OC(C)C)c3)SC2)c1	4.4%	-0.3	2.3	-5.5	-13.6%	7.2	9.1	-3.3	-4.4
Cc1ccccc1NC(=O)Cc1nc(-c2c[nH]c(C(=O)N3CCCC3)c2)cs1	-0.1%	-0.4	0.1	-23.7	.	1.0	-5.7	-0.7	0.7
COc1ccc(N2CCOCC2)c(NC(=O)c2cccs2)c1	-0.1%	-1.1	0.7	-2.9	-3.9%	-2.4	-7.9	3.0	1.7
O=C(Cc1cc(=O)[nH]c(=O)[nH]1)NCCN1CCOCC1	-0.3%	1.3	0.0	11.7	33.9%[activator]	3.0	-11.4	4.9	7.7
COCCNC(=O)C(=O)N/N=C(\C)CC(=O)Nc1cccnc1	-2.8%	-0.6	1.8	12.3	-4.2%	11.0	-5.7	-5.5	5.4
CC(C)c1cc(C(=O)Nc2cccc(C(F)(F)F)c2)no1	-1.1%	0.3	2.1	-24.7	?	-24.2	3.3	-2.8	-3.3
COc1ccc(Br)cc1/C=C/c1ccc2cccc(O)c2n1	-1.8%	0.8	3.0	10.5	4.6%	2.6	14.6	5.5	-4.5
O=C(COC(=O)/C=C/c1cccc(F)c1)Nc1ncccn1	2.2%	0.3	0.6	0.8	-18.3%	-7.4	-19.2	-4.7	0.6
C=CCNC(=O)c1cc(-c2ccc(Br)cc2)on1	16.0%	0.2	0.2	0.2	-8.3%	11.1	-6.9	1.6	0.4
CC(NC(=O)CNC(=O)c1cccc(Cl)c1)c1ccccc1 (stereo unspecified)	-5.5%	-1.1	8.0	11.8	-14.6%	3.8	5.7	9.6	13.6
CCC(=O)Nc1cccc(NC(=S)NC(=O)c2ccc(Cl)cc2)c1	1.5%	-1.4	1.0	0.0	6.1%	-9.6	-14.9	-9.2	-2.9
COc1ccc(NC(=O)Nc2ccccc2SC)cc1OC	0.0%	-0.6	1.4	-0.6	-11.9%	-0.5	-7.5	-5.3	-7.2
COc1ccc(-c2noc(CN3CCN(c4ccccc4)CC3)n2)cc1	0.5%	-0.4	4.1	-25.1	-6.5%	21.8	-14.7	-5.8	-19.7
COc1ccccc1CNC(=O)c1ccc2c(c1)N(Cc1c(F)cccc1Cl)C(=O)CS2	-3.6%	0.5	0.9	.	15.2%	-17.5	4.5	-0.9	-4.2
O=C(O)c1cc2c(s1)-c1ccccc1OC2	2.6%	-0.1	2.2	1.2	35.1%[activator]	-1.8	9.9	-2.1	5.8
CCn1cc([N+](=O)[O-])c(=O)c2cc(F)c(N3CCOCC3)cc21	0.7%	-0.4	0.9	-1.4	11.6%	5.3	0.4	11.6	-1.1
O=C(CSc1nnnn1-c1ccccc1)Nc1ccc(Cl)cc1	-0.1%	-0.2	-0.6	6.6	-8.9%	-41.2	-9.2	-0.5	0.5
O=C(COC(=O)c1ccccc1-c1nc2ccccc2s1)NC1CCS(=O)(=O)C1 (stereo unspecified)	3.1%	-0.7	1.1	0.7	-12.7%	-2.8	11.9	2.0	-0.4
COc1ccc(CC(=O)Nc2cccc(C(=O)Nc3cccc(C)c3)c2)cc1	-2.1%	-0.9	9.4	.	-4.4%	-12.5	-22.8	-3.2	-2.4
C=CCn1c(C)nc2ccccc2c1=O	-1.2%	1.5	3.0	-3.8	-0.3%	.	0.8	-1.0	8.3
Clc1ccc(Cl)c(-c2nc(-c3ccncc3)no2)c1	1.3%	0.3	1.9	-7.5	-12.3%	0.7	1.9	3.4	15.5
CN(C)CCCOC(=O)Cc1ccc(Cl)cc1	0.8%	-1.9	8.4	-6.8	-16.0%	-9.2	3.5	-4.2	1.8
Cc1ccc(C2=NC(=O)/C(=C/c3cc(O)c(O)c(Br)c3)S2)cc1	2.4%	6.5	15.5	-24.9	-22.4%	-6.2	4.5	-8.4	3.5
O=C(CN1C(=O)NC2(CCCCCC2)C1=O)NCCc1ccc(F)cc1	0.3%	-0.3	0.7	3.6	.	4.9	-2.5	-2.4	4.5
Cc1cc(Nc2cccc(O)c2)c2cccc(Br)c2n1	27.4%	-1.4	6.0	-4.4	6.1%	1.9	13.1	-4.2	-1.5
Cc1ccc(CN2C(=O)C3CCCN3c3ccc(S(=O)(=O)N4CCOCC4)cc32)cc1 (stereo unspecified)	4.1%	-0.2	1.1	.	-17.3%	3.1	5.6	1.3	0.7
CCOC(=O)Cn1c(=O)oc2cc(S(=O)(=O)N3CCCC(C)C3)ccc21 (stereo unspecified)	3.3%&0.4%	0.2&-0.3	3.1&8.4	19.5&-5.3	-4.5%&2.0%	-0.2&-4.2	14.7&-10.5	1.6&-5.8	-3.0&-7.4
O=C(Cn1c(=O)n2ncnc2c2c3c(sc21)CCCC3)c1ccccc1	-0.7%	-1.1	-1.1	0.5	-17.5%	.	5.0	-2.0	1.7
CCOC(=O)C1CCN(C(=O)N2CCOCC2)CC1	0.3%	-0.1	1.5	-7.3	5.7%	3.2	13.5	-1.6	0.2
Cc1ccc(-c2csc(-c3c(N)c(C(=O)c4ccc5c(c4)OCO5)n4ccccc34)n2)cc1	4.6%	0.1	4.6	-0.2	0.5%	-6.8	-17.4	-1.8	3.5
Cc1ccc(S(=O)(=O)N(Cc2n[nH]c(=S)n2-c2ccccc2)c2cccc(Cl)c2)cc1	-1.5%	1.5	1.4	-26.5	-21.5%	14.9	3.3	-4.1	26.3
NC(=O)Cn1cc(/C=N\NS(=O)(=O)c2ccccc2)c2ccccc21	-0.4%	0.6	0.5	-4.2	-14.9%	13.5	5.0	9.9	-7.1
CCOc1ccc(NS(=O)(=O)c2ccc(C(=O)NCC3(N4CCCCC4)CCCCC3)cc2)cc1	-0.7%	8.8	30.5*	-2.8	-8.3%	0.5	11.9	-1.4	-4.2
CS(=O)(=O)c1ccc2nnn(OCC(=O)Nc3ccc(Br)cc3Br)c2c1	8.6%	-1.0	16.2	-12.0	-22.7%	.	-29.0	-4.4	7.8
Cc1nc2c(C)cccc2cc1C(=O)N/N=C/c1cccnc1	-0.1%	0.0	1.8	-7.4	-0.9%	-0.2	11.3	0.2	7.8

Full records as entered above. Screens in order: RXFP1 ag | TRHR ag | D1 agonist | RXFP1 antag | Anesthetic bind | D2 PAM | D1 antag | D1 PAM | TRHR enhancer
Record of COc1ccc(CC(=O)Nc2cccc(C(=O)Nc3cccc(C)c3)c2)cc1 → -2.1% | -0.9 | 9.4 | . | -4.4% | -12.5 | -22.8 | -3.2 | -2.4
Record of C=CCn1c(C)nc2ccccc2c1=O → -1.2% | 1.5 | 3.0 | -3.8 | -0.3% | . | 0.8 | -1.0 | 8.3
Record of CS(=O)(=O)c1ccc2nnn(OCC(=O)Nc3ccc(Br)cc3Br)c2c1 → 8.6% | -1.0 | 16.2 | -12.0 | -22.7% | . | -29.0 | -4.4 | 7.8
Record of Clc1ccc(Cl)c(-c2nc(-c3ccncc3)no2)c1 → 1.3% | 0.3 | 1.9 | -7.5 | -12.3% | 0.7 | 1.9 | 3.4 | 15.5
Record of Cc1ccc(-c2csc(-c3c(N)c(C(=O)c4ccc5c(c4)OCO5)n4ccccc34)n2)cc1 → 4.6% | 0.1 | 4.6 | -0.2 | 0.5% | -6.8 | -17.4 | -1.8 | 3.5
